Assay outcomes as filed in PubChem BioAssay.
LmPK inh: inhibitors of Leishmania mexicana pyruvate kinase; Potency, µM (series often up to 57.5 µM), inactives show top-dose activity change, negative = inhibition, most hits filed as inhibitors; AID 1721; hit rate 0.37% among 290,000; Q27686; purified LmPK, Kinase-Glo ATP luminescence, 1 h; note: potency is the fitted concentration of half-maximal effect
Target sequence (Q27686 whole entry, looked up): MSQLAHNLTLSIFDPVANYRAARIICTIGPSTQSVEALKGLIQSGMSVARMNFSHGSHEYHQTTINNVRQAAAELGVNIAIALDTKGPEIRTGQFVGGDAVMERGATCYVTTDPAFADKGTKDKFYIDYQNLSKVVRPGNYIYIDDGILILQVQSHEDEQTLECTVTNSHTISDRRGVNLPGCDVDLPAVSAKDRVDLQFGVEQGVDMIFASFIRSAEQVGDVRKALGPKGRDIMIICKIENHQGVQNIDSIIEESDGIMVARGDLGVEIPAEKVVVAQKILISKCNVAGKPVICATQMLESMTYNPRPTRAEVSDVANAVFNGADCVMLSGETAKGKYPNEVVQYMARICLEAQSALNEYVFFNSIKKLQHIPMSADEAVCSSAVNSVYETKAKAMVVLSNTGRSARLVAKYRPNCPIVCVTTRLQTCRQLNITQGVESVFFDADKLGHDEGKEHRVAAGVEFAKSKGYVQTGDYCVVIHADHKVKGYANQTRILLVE
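qHTS format; LmPK 0.1 nM; substrates PEP 0.5 mM and ADP 0.1 mM. One-hour room-temperature incubation, then coupled luciferase luminescence; 0.5 nM enzyme wells mark activation.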
HCMV inh: human cytomegalovirus inhibition; HFF cells, HCMV-luciferase reporter, 72 h; hits give low values; activity change, negative = inhibition, % at 57.5 µM; hit rate 4.5% among 410,000; AID 1259415; in the data active = activity change below about -60%; inconclusive = no clear call, values can overlap the other calls; inactive = above about -39%
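HFF cells seeded 16 h at 37C, treated with compounds, infected with luciferase-reporter HCMV at MOI 1 PFU/cell; luciferase read at 72 h post infection, normalized to buffer-only and Salinomycin controls.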
AmpC detergent: AmpC beta-lactamase inhibition with detergent present | AmpC hydrolysis of nitrocefin, absorbance 480 nm, 0.01% Triton | Potency, µM (titrated, usually from 114 µM), for inactives: top-dose activity change, negative = inhibition, most hits filed as inhibitors | hit rate 0.041% among 370,000 | AID 485294;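 note: potency is the fitted concentration of half-maximal effect; 0% = no-compound wells and -100% = no-enzyme wells; nearly all actives have a fitted effect of over 25% in size; some results filed as inactive show a strong effect at the top dose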
Target sequence (P00811 whole entry, looked up): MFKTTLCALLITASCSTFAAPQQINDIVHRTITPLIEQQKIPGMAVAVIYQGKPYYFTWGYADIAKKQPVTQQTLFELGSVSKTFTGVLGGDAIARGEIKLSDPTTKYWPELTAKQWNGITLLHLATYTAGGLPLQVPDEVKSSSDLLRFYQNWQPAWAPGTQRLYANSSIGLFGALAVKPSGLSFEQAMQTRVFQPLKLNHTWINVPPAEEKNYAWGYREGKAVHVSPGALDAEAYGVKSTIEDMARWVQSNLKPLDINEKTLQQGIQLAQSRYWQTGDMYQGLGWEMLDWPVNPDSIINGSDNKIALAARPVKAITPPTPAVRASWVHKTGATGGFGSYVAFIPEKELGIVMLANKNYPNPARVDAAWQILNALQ
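AmpC (5.3 nM in the dispensed reagent) in 20 mM phosphate pH 7.0 with 0.01% (detergent screen) or 0.0001% Triton X-100 was preincubated with compounds for 15 min at room temperature. Nitrocefin was then added from an 800 uM solution, and hydrolysis was followed at 480 nm.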
AMA1-RON2 inh: AMA1-RON2 (P. falciparum) interaction inhibition; AlphaScreen AMA1-biotinylated RON2 peptide binding; Potency, µM (doses to about 58.2 µM), for inactives: top-dose activity change, negative = inhibition, usual class: inhibitors; hit rate 0.2% among 360,000; AID 720542;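 note: potency is the fitted concentration of half-maximal effect; 0% = vehicle wells and -100% = peptide control; nearly all actives have a fitted effect of over 45% in size; some results filed as inactive show a strong effect at the top dose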
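AMA1 (3D7) with his tag at 25 nM final met compounds first, then biotinylated RON2 peptide at 25 nM; detection used donor plus acceptor beads, 10 µg/mL apiece, read by AlphaScreen after 30 min at room temperature.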
Tb PYK inh: T. brucei pyruvate kinase inhibition; hit rate 0.12% among 410,000; TbPYK enzyme, Kinase-Glo Plus ATP luminescence, 45 min; Potency, µM (doses to about 76.8 µM), inactives show at the top dose activity, negative = inhibition, hits mostly inhibitors; note: potency is the fitted concentration of half-maximal effect; nearly all actives have a fitted effect of over 50% in size
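Screened from lowest to highest concentration, compounds were pinned into TbPYK/substrate mixtures, and ADP (130 uM final) was added. Plates sat at room temperature for 45 min prior to Kinase-Glo Plus detection by luminescence.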
AmpC inh no detg: AmpC beta-lactamase inhibition without detergent; P00811; AmpC nitrocefin hydrolysis, absorbance 480 nm, 0.0001% Triton; Potency, µM (series often up to 57.1 µM), for the others: at the top dose activity change, negative = inhibition, most hits filed as inhibitors; hit rate 0.52% among 330,000; AID 485341;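 note: potency is the fitted concentration of half-maximal effect; plate controls were no compound for no effect and no enzyme for full effect; nearly all actives have a fitted effect of over 20% in size; some results filed as inactive show a strong effect at the top dose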
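AmpC (5.3 nM in the dispensed reagent) in 20 mM phosphate pH 7.0 with 0.01% (detergent screen) or 0.0001% Triton X-100 was preincubated with compounds for 15 min at room temperature. Nitrocefin was then added from an 800 uM solution, and hydrolysis was followed at 480 nm.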
HCV inhibitor: inhibitors of hepatitis C virus infection; Huh7.5.1 HCVcc-Cre infection, luciferase reporter, 44 h; Potency, µM (titrated, usually from 41.8 µM), for the others: at the highest dose activity change, negative = inhibition, hits mostly inhibitors; hit rate 3.4% among 340,000; AID 651820; note: potency is the fitted concentration of half-maximal effect
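Reporter virus HCVcc-Cre (~0.5 moi) infects cells exposed to compound; seeding density 1,000 cells/well with 4 h settling beforehand. Luminescence, 15 sec read, taken 44 h post-infection following a 15 min RT substrate incubation.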
* hit, by the source's call; ? = inconclusive; . = no result given; [ ] = remark or other dose. Unless noted, calls come from the whole dose curve; as a rule, active = well fitted curve in the direction sought with a large enough effect; inconclusive = small, poorly fitted or top-dose-only effect, or another doubt; inactive = no such curve, though single readings can be large; an effect the other way counts as inactive or inconclusive. Unless noted, % is set by controls: 0 for no effect and ±100 for the full control effect.

SMILES	LmPK inh	HCMV inh	AmpC detergent	AMA1-RON2 inh	Tb PYK inh	AmpC inh no detg	HCV inhibitor
COC(=O)/C=C1\NC(=O)C(C)S1 (stereo not drawn)	-7.7%	-26.1	1.1%	-7.4%	-7.8%	-18.4%	8.9%
CC(=O)N/C(=C\c1ccccc1)C(=O)OCC(=O)N1CCCCCC1	-6.6%	56.8	5.3%	-10.2%	0.4%	-18.2%	1.4%
O=S(=O)(/N=C(/Nc1cccc2ccccc12)c1ccccc1)c1ccccc1	4.3%	-15.6	-2.9%	-3.1%	5.9%	-39.8%	2.6%
O=C(CN1C(=O)c2cccc3cccc1c23)NCC1CCCO1 (stereo not drawn)	0.5%	23.4	?	5.7%	-7.0%	-5.0%	8.7%
CCOC(=O)c1c(S(=O)(=O)N2CCC(C(=O)N3CCN(c4cccc(C)c4C)CC3)CC2)c(C)n(C)c1C	.	-8.9	-7.7%	.	-7.9%	.	.
Cc1cc(N2CC34C=CC(O3)C(C(=O)O)C4C2=O)no1 (stereo not drawn)	1.3%	8.7	1.0%	-2.9%	-4.2%	-23.1%	12.6%
CN(C)/C=C/C(=O)c1ccccc1F	-3.4%	-4.1	-2.9%	-3.4%	.	-21.4%	5.0%
COc1cccc(OC)c1C(=O)N1CCN(S(=O)(=O)c2ccccc2)CC1	-1.7%	-3.0	-5.3%	4.4%	6.1%	0.9%	6.3%
CCOC(=O)C1CCN(S(=O)(=O)c2ccc(OC)c(Cl)c2Cl)CC1	4.6%	12.8	-1.5%	3.5%	-17.8%	-3.1%	6.6%
O=C(O)C(Sc1ccncn1)c1ccccc1 (stereo not drawn)	2.5%	-37.0	-5.3%	-1.4%	1.1%	-21.2%	14.2%
CCCNC(=O)Cn1nc(C(F)(F)F)cc1C	-4.9%	?	-2.7%	1.6%	4.4%	-9.8%	-2.1%
CC(C)CCN1C(=O)N(c2ccccc2)C(=O)C1CC(=O)Nc1ccc(Cl)cc1 (stereo not drawn)	.	-27.2	4.3%	.	4.9%	.	.
CCC1COCCS(=O)(=O)N1Cc1ccc(C)cc1 (stereo not drawn)	-6.1%	.	?	1.7%	4.8%	7.8%	5.1%
CCOC(=O)c1cccc(NC(=O)CC2C(=O)N(c3ccc(Cl)cc3)C(=O)N2C2CCCC2)c1 (stereo not drawn)	.	-30.5	-0.3%	.	-3.6%	.	.
COc1ccc(CN2CCN(C(=O)CC(C)C)CC2)c(OC)c1OC	-3.0%	3.9	0.4%	-8.4%	2.8%	-1.6%	10.6%
FC(F)(F)Oc1ccc(NC2=NCCCS2)cc1	5.5%	.	-7.3%	5.8%	0.5%	-16.5%	6.4%
COc1ccccc1NC(C)=O	0.8%	23.6	-3.5%	18.6%	2.1%	-9.2%	7.3%
CC(=O)NC(=O)Nc1sc(=S)n(C)c1C	-1.3%	?	-8.7%	3.8%	-13.2%	-9.3%	5.6%
Cc1ccccc1-n1c(SCC(=O)N/N=C/c2sccc2C)nc2ccccc2c1=O	-4.2%	20.9	?	-0.9%	0.8%	-21.3%	32.2%[activator]
O=C(c1ccccc1Cc1ccccc1)N1CCN(S(=O)(=O)c2ccccc2)CC1	2.8%	4.4	?	16.4%	-9.1%	51.9%	0.3%
COCCNC(=O)C1(C)Cc2c(-c3ccc(N(C)C)cc3)ccnc2O1 (stereo not drawn)	.	3.6	.	-21.6%	-7.7%	.	.
CC(=O)c1ccccc1NC(=O)CSc1nnc2ccccn12	-4.1%	.	?	.	.	-9.5%	.
Cc1nnc(NC(=O)c2oc3c(ccc4ccccc43)c2C)s1	2.7%	32.0	-1.4%	3.2%	1.8%	-9.3%	13.5%
COc1cc(NCC(=O)Nc2cccc(S(=O)(=O)N3CCCCC3)c2)cc(OC)c1OC	.	0.0	-2.9%	46.7%[activator]	2.0%	9.2%	?
CCOc1cc2c(cc1O)C(=NO)CC1C2CCC2(C)C(O)CCC12 (stereo not drawn)	.	-75.7*	.	7.0%	-10.8%	.	?
COc1cccc(S(=O)(=O)Nc2ccc(C(O)(C(F)(F)F)C(F)(F)F)cc2)c1	.	18.5	.	5.7%	0.2%	.	.
CCS(=O)(=O)CCSP(=O)(OC)OC	.	-32.3	.	?	-0.4%	.	3.9%
Cc1nc2ccc(NC(=O)N3CCC(c4ccccc4)C3)cc2nc1C (stereo not drawn)	0.1%	-10.1	-4.1%	-6.3%	7.2%	21.9%	?
COc1ccc(/C=C/C(=O)c2cc(Br)ccc2O)cc1OC	-2.0%	-26.4	9.0%	-9.1%	-1.7%	24.7%	?
CCOC(=O)c1c(CN2CCN(c3ccccc3)CC2)oc2ccc(O)cc12	-5.9%	7.5	-12.5%	-29.9%	-5.7%	-18.7%	?
Cc1ccc(C(C(=O)NCc2ccccc2)N(Cc2cccs2)C(=O)c2ccc3c(c2)OCCO3)cc1 (stereo not drawn)	3.7%	-68.9*	?	-6.5%	2.8%	-17.6%	?
Cc1nc(NC(=O)c2ccc(F)cc2)sc1C(=O)Nc1ccc2c(c1)CCC2	-8.9%	-14.2	-10.6%	-4.9%	10.1%	-21.5%	6.5%
N#C/C(=C\c1ccncc1)c1ccccn1	-3.9%	-78.2*	-3.8%	-3.5%	-5.3%	-10.7%	?
CCOC(=O)c1cc2c(=O)n3ccccc3nc2n(Cc2ccco2)c1=NC(=O)c1cccnc1	-0.6%	-15.9	2.9%	14.7%	?	19.1%	1.6%
CCc1ccc(OCC(=O)N2CCc3ccccc32)cc1	0.3%	20.3	-1.6%	-8.1%	0.0%	-33.6%	-8.8%
COc1ccccc1OCC(=O)OCC(=O)Nc1sccc1C(N)=O	-3.8%	37.0	?	-10.3%[11.6 µM]	-2.0%	-30.1%	29.3%

Single records, as listed above. Values in the order: LmPK inh	HCMV inh	AmpC detergent	AMA1-RON2 inh	Tb PYK inh	AmpC inh no detg	HCV inhibitor
COc1ccc(/C=C/C(=O)c2cc(Br)ccc2O)cc1OC is entered as -2.0%	-26.4	9.0%	-9.1%	-1.7%	24.7%	?
COc1cccc(S(=O)(=O)Nc2ccc(C(O)(C(F)(F)F)C(F)(F)F)cc2)c1 is entered as .	18.5	.	5.7%	0.2%	.	.

(listing goes on)
SMILES	LmPK inh	HCMV inh	AmpC detergent	AMA1-RON2 inh	Tb PYK inh	AmpC inh no detg	HCV inhibitor
Cc1ccc(/C=c2/sc3nnc(-c4ccccc4Cl)n3c2=O)o1	8.3%	-24.4	?	-4.9%	-4.9%	-31.1%	12.3%
COC(=O)c1ccc(OC(=O)N2CCOCC2)cc1	0.7%	55.6	?	4.3%	-6.8%	-1.5%	4.7%
Cc1cc(/C([O-])=C(/C(=S)Nc2ccc(F)cc2)[n+]2ccccc2)c(C)n1-c1ccc(F)cc1	-0.4%	13.2	-14.8%	2.8%	-16.3%	40.7%	14.1µM*
Cc1ccnc(NS(=O)(=O)Cc2ccccc2)c1	-1.7%	26.9	5.4%	6.0%	-6.1%	-3.4%	12.5%
Cc1c(C(=O)Nc2cc(F)ccc2F)sc2nc3n(c(=O)c12)CCCCC3	1.1%	-2.5	-7.1%	-2.1%	0.7%	5.7%	-1.9%
CN(C)c1ccnc2sc3c(=O)n(Cc4ccccc4)cnc3c12	1.1%	.	0.0%	4.0%	1.2%	-10.8%	?
COc1ccc(OC)c(CNC(=O)c2cc3c(Cl)nc4ccccc4c3s2)c1	.	-18.8	7.6%	.	6.2%	.	.
O=C(COc1ccccc1F)N1CCN(Cc2cc(=O)n3nc(-c4ccccc4Cl)sc3n2)CC1	.	-3.2	-0.1%	.	2.3%	.	.
CCOC(=O)c1cc2cc(OC)ccc2n1C1CCN(C)CC1	.	-32.2	.	-8.9%	6.4%	.	.
Cc1cccc(C)c1NC(=O)C(NC(=O)c1ccccn1)c1ccccc1[N+](=O)[O-] (stereo not drawn)	3.2%	-13.8	?	93.6%[activator]	1.1%	-1.7%	4.8%
CCOc1ccc(-n2cc(C(=O)Nc3ccccc3OCC)c3cc(OC)c(OC)cc3c2=O)cc1	.	-3.3	-2.6%	.	1.8%	.	.
O=C(c1ccc2c(c1)OCO2)N1CCN(c2ncccn2)CC1	1.2%	4.4	-5.9%	-5.8%	-6.0%	-7.3%	5.9%
Cn1cccc1CC(=O)N/N=C/c1ccc(Cl)c([N+](=O)[O-])c1	4.7%	-6.8	-1.7%	-3.5%	-1.9%	-58.0%	4.7%
Cc1ccc(-c2csc(NC(=O)CN3CCC(C(N)=O)CC3)n2)cc1	-2.4%	-13.9	-4.9%	18.0%	-7.8%	63.0%[activator]	-27.4%
COCCNC(=S)Nc1ccc([N+](=O)[O-])cc1C	2.3%	7.8	-8.3%	-11.9%	-5.5%	-8.7%	1.3%
Cc1cccc(C(=O)N2CCC(=O)N([C@H](COCc3ccccc3)Cc3ccccc3)CC2)c1	.	-4.7	.	0.1%	-3.8%	.	.

Of the compounds above, 11 contain an aryl methoxy group.
SMILES	LmPK inh	HCMV inh	AmpC detergent	AMA1-RON2 inh	Tb PYK inh	AmpC inh no detg	HCV inhibitor
COc1cccc(OC)c1C(=O)N1CCN(S(=O)(=O)c2ccccc2)CC1	-1.7%	-3.0	-5.3%	4.4%	6.1%	0.9%	6.3%
CCOC(=O)C1CCN(S(=O)(=O)c2ccc(OC)c(Cl)c2Cl)CC1	4.6%	12.8	-1.5%	3.5%	-17.8%	-3.1%	6.6%
COc1ccc(CN2CCN(C(=O)CC(C)C)CC2)c(OC)c1OC	-3.0%	3.9	0.4%	-8.4%	2.8%	-1.6%	10.6%
COc1ccccc1NC(C)=O	0.8%	23.6	-3.5%	18.6%	2.1%	-9.2%	7.3%
COc1cc(NCC(=O)Nc2cccc(S(=O)(=O)N3CCCCC3)c2)cc(OC)c1OC	.	0.0	-2.9%	46.7%[activator]	2.0%	9.2%	?
COc1cccc(S(=O)(=O)Nc2ccc(C(O)(C(F)(F)F)C(F)(F)F)cc2)c1	.	18.5	.	5.7%	0.2%	.	.
COc1ccc(/C=C/C(=O)c2cc(Br)ccc2O)cc1OC	-2.0%	-26.4	9.0%	-9.1%	-1.7%	24.7%	?
COc1ccccc1OCC(=O)OCC(=O)Nc1sccc1C(N)=O	-3.8%	37.0	?	-10.3%[11.6 µM]	-2.0%	-30.1%	29.3%
COc1ccc(OC)c(CNC(=O)c2cc3c(Cl)nc4ccccc4c3s2)c1	.	-18.8	7.6%	.	6.2%	.	.
CCOC(=O)c1cc2cc(OC)ccc2n1C1CCN(C)CC1	.	-32.2	.	-8.9%	6.4%	.	.
CCOc1ccc(-n2cc(C(=O)Nc3ccccc3OCC)c3cc(OC)c(OC)cc3c2=O)cc1	.	-3.3	-2.6%	.	1.8%	.	.
